# Screening results from PubChem BioAssay.
# LYP phosphatase – inhibition of human PTPN22 tyrosine phosphatase – biochemical, DiFMUP fluorescence, recombinant catalytic domain, 10 µM, primary screen (AID 606) | recombinant LYP catalytic domain, DiFMUP fluorescence; higher % means a stronger effect | one-dose inhibition, % at 10 µM; IC50 in µM for titrated hits | 52,000 tested, under 10 active;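 active = IC50 under 40 µM in the dose-response test; inactive = IC50 of 40 µM or more, or never dose-tested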
# HT1080 cytotoxicity – cytotoxicity in HT1080 fibrosarcoma cells, cell-based, fluorescence readout (AID 620); HT1080 viability, fluorescence; higher % means a stronger effect; cytotoxicity, % at 10 µM; hits with a dose series show EC50 in µM; actives 0.42% (n = 87,000);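 note: cells exposed to compound overnight then 4 h with Alamar Blue; 0% = vehicle DMSO and 100% = killing control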
# HPDE-C7 viability – cytotoxicity in HPDE-C7 cells, cell-based, fluorescence, HTS (AID 430). one-dose cytotoxicity, % at 10 µM; EC50 in µM for titrated hits. actives 1.8% (n = 63,000). HPDE-C7 pancreatic duct cells viability, fluorescence; higher % means a stronger effect;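 note: cells exposed to compound for 48 hours before viability readout; 0% = vehicle and 100% = reference cytotoxic drug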
# Bfl-1 displacement – Bfl-1 inhibitors, primary screen, biochemical, fluorescence polarization, FITC-Bid, mouse (AID 432); displacement, % at 20 µM; hits with a dose series show IC50 in µM; FITC-Bid BH3 peptide fluorescence polarization displacement; higher % means a stronger effect; actives 0.02% (n = 64,000); in the data active = a potency from the dose series; inactive = the rest, 99 in 100 with displacement below about 15%; note: strong numbers were not always called active
# DPM-DC inhibit – blocks S. pneumoniae diphosphomevalonate decarboxylase; purified DPM-DC, PK/LDH coupled NADH fluorescence; calls only at 10 µM; actives 0.49% (n = 65,000); AID 556;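 active = the 320 compounds with the highest percent inhibition in the single-dose primary screen, excluding strongly autofluorescent ones, cut at about 32% in these data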;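 note: kinetic rate of NADH fluorescence loss reporting ADP formed by the decarboxylase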
# PMK inhibit – S. pneumoniae PMK inhibition; AID 539; purified PMK, PK/LDH-coupled NADH absorbance 340 nm; actives 0.49% (n = 65,000); inhibition, % at 10 µM;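 active = top-ranked compounds by inhibition in the single 10 µM screen, taking a fixed number of the strongest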;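 note: 0% = full reaction with DMSO carrier and 100% = background rate without enzyme reaction; no value below 0 was filed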
# MK inhibit – S. pneumoniae mevalonate kinase inhibition; purified MK, PK/LDH-coupled NADH absorbance 340 nm; inhibition, % at 10 µM; actives 0.48% (n = 65,000);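 active = ranked among the strongest by inhibition in the single 10 µM screen, a fixed top-ranked set picked for dose follow-up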; note: no value below 0 was filed
# KRASV12 cytotoxicity – viability loss of HPDE-C7K cells – cell-based, fluorescence, HTS, primary screen (AID 431); HPDE-C7K KRASV12 cells, Alamar Blue viability, 48 h; higher % means a stronger effect; actives 1.7% (n = 63,000); cytotoxicity, % at 10 µM; hits with a dose series show EC50 in µM;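 active = compounds whose percent cytotoxicity in the single-dose primary screen, scaled between solvent and toxic-drug controls, exceeds 50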;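 note: 0% = DMSO solvent wells and 100% = doxorubicin-treated wells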
# Alkaline phosphatase – human TNAP enzyme inhibitors, biochemical, luminescent (AID 518); purified TNAP enzyme, luminescent substrate readout; higher % means a stronger effect; one-dose inhibition, % at 20 µM; IC50 in µM for titrated hits; actives 0.09% (n = 64,000); in the data active = a potency from the dose series; inactive = the rest, 99 in 100 with inhibition below about 22%;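 note: plate controls were vehicle for no effect and reference inhibitor for full effect; many of its hits are not listed in these tables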
# PMK inhibit pilot replicates – also measured in PMK inhibit; calls as there; inhibition, %; measured here: pilot screen replicates
# MK inhibit pilot replicates – second read-out of MK inhibit, no call of its own (marks repeat the call); inhibition, %; measured here: pilot screen replicates
# DPM-DC inhibit pilot screen % – second read-out of DPM-DC inhibit, no call of its own (marks repeat the call); inhibition, %; measured here: pilot screen trials
# Active calls of the source: *; i = inactive; / = not tested or not shown. Cut-off read from the data, not from the text of the source, unless noted: active = cytotoxicity above about 50%; inactive = the rest.
SMILES,LYP phosphatase,HT1080 cytotoxicity,HPDE-C7 viability,Bfl-1 displacement,DPM-DC inhibit,PMK inhibit,MK inhibit,KRASV12 cytotoxicity,Alkaline phosphatase,others
COc1ccc(CNc2nc(SCC(=O)NCc3ccco3)nc3ccccc23)cc1,/,10%,-9%,-1%,i,5,6,3%,8%,PMK inhibit pilot replicates=0.5;MK inhibit pilot replicates=0.0;DPM-DC inhibit pilot screen %=0.0
COCCNC(=O)C(c1ccc(C)o1)N(Cc1ccccc1)C(=O)Cn1nnc2ccccc21 (stereo unspecified),-5%,3%,-10%,-3%,i,17,2,-14%,6%,
c1ccc(Cn2nnc3c(N4CCc5ccccc54)ncnc32)cc1,/,-1%,4%,0%,/,7,3,13%,11%,
CC1(C)O[C@@H]2C[C@H]3[C@@H]4CCC5=CC(=O)C=C[C@]5(C)[C@@]4(F)[C@@H](O)C[C@]3(C)[C@]2(C(=O)CO)O1,18%,7%,-9%,1%,i,0,7,10%,9%,PMK inhibit pilot replicates=0.0;MK inhibit pilot replicates=0.0;DPM-DC inhibit pilot screen %=0.5
COCCNCCOCCOc1cccc(OC)c1,7%,17%,-13%,-6%,i,0,1,-13%,1%,
Cc1cc(-c2ccccc2)nc(=O)[nH]1,/,1%,-6%,4%,i,9,5,-3%,11%,
COCCn1nnnc1CN1CCC(Cc2ccccc2)CC1,2%,-4%,-4%,-8%,i,13,10,-6%,13%,PMK inhibit pilot replicates=1.0;MK inhibit pilot replicates=0.0;DPM-DC inhibit pilot screen %=3.0
Cc1ccc(C2c3c(oc4ccc(C)cc4c3=O)C(=O)N2CCCN2CCOCC2)cc1 (stereo unspecified),-6%,3%,0%,-9%,i,6,8,-5%,7%,
CC(C)=CCc1c(C)nc2ccccc2c1C(=O)O,7%,-5%,-3%,2%,i,15,0,-5%,4%,
O=C(c1ccc(-c2nnc(-c3ccccc3)o2)cc1)N1CCCCCC1,3%,0%,13%,-11%,i,10,7,13%,3%,
Cc1cc(C)c(C(N)=O)c(Nc2cccc(Cl)c2C)n1,-3%,4%,0%,-6%,i,8,6,-2%,12%,
CCOC(=O)C(C(C)=O)c1nc(C)nc2c1nnn2Cc1ccccc1Cl (stereo unspecified),-7%,2%,-13%,3%,i,17,3,-15%,7%,PMK inhibit pilot replicates=0.0;MK inhibit pilot replicates=0.0;DPM-DC inhibit pilot screen %=0.0
COc1ccc(OC)c(N(CC(=O)N2CCN(c3cc(Cl)ccc3C)CC2)S(C)(=O)=O)c1,-11%,1%,-2%,1%,i,15,5,-5%,9%,PMK inhibit pilot replicates=0.0;MK inhibit pilot replicates=1.0;DPM-DC inhibit pilot screen %=1.0
COc1cc2cc(CN(C(=O)NC3CCCCC3)C3CCCC3)c(=O)[nH]c2cc1OC,13%,-8%,/,-4%,/,12,9,/,10%,
CCOC(=O)CSc1nc2cc(C(=O)NCc3ccco3)ccc2c(=O)n1-c1ccc(F)cc1,-2%,-6%,-4%,-2%,i,17,6,-3%,10%,PMK inhibit pilot replicates=4.0;MK inhibit pilot replicates=0.0;DPM-DC inhibit pilot screen %=0.0
CN1C(=O)c2ccccc2C(C(=O)O)C1c1cccc(F)c1 (stereo unspecified),7%,16%,-1%,1%,i,16,0,2%,12%,
COc1ccc(N2CCN(c3ncnc4c3cnn4-c3ccc(C)cc3C)CC2)cc1,-11%,-1%,0%,3%,i,7,9,-12%,16%,PMK inhibit pilot replicates=2.5;MK inhibit pilot replicates=2.0;DPM-DC inhibit pilot screen %=2.0
Cc1ccc(S(=O)(=O)N2CCC(C(=O)Nc3ccccc3N3CCCCC3)CC2)cc1,/,-2%,5%,0%,i,11,0,8%,1%,
CCC(C)(C)NC(=O)CC(c1ccc(OC)cc1)n1cccc1 (stereo unspecified),2%,4%,1%,5%,i,5,0,-3%,8%,
Nc1c(NCCC2=CCCCC2)c(=O)[nH]c(=O)n1Cc1ccccc1,-7%,1%,-12%,3%,i,15,10,-18%,-4%,
CC(C)(C)c1nc2scc(-c3cccs3)c2c(=O)o1,-2%,-4%,22%,-3%,i,3,5,12%,14%,
CCCn1c(CNc2ccccc2O)nc2ccccc21,-17%,11%,14%,-5%,i,0,13,18%,-20%,
O=C(NCc1ccccc1Cl)c1cnn2cccnc12,-3%,-2%,-6%,-11%,i,9,8,-10%,6%,
CCN(CC)S(=O)(=O)c1ccc(Cl)c(C(=O)NC)c1,13%,-3%,-4%,0%,i,10,6,6%,13%,
CCC(=O)Nc1c(C(=O)N2CCCCCC2)cnn1-c1ccc(C)c(C)c1,/,2%,0%,0%,i,10,10,0%,6%,
CC(C)(C)NC(=O)c1sccc1C(=O)O,12%,1%,-4%,1%,i,13,0,2%,8%,
Cn1ccnc1SCC(=O)N(C1CCCCC1)C1CCCCC1,4%,-6%,-3%,-6%,i,16,8,-1%,-3%,
COC(=O)[C@@H](NC(=O)Nc1ccccc1F)C(C)C,/,6%,-3%,2%,i,0,0,2%,0%,
Cc1ccc(C)c(S(=O)(=O)NC(CC(C)C)C(=O)O)c1 (stereo unspecified),/,-4%,23%,-2%,i,11,5,14%,6%,
O=c1nc2n(c3c4c(sc13)CCC4)CCC2,9%,5%,2%,-3%,i,0,17,-4%,11%,
Nc1nc2c3ccccc3nc(C3CC3)n2n1,4%,8%,-4%,0%,i,0,9,-9%,12%,
CC(=O)Nc1nc(CC(C)C)cc(-c2ccco2)c1C#N,9%,5%,6%,3%,/,4,10,4%,18%,
O=C(O)c1cc2ccc3ccccc3c2[nH]1,9%,4%,-11%,4%,i,9,10,-3%,12%,
Fc1cccc2sc(Nc3nnc(-c4ccccc4)o3)nc12,-6%,6%,53%*,7%,/,11,4,45%,-27%,
O=C(O)C1CCN(S(=O)(=O)c2cccnc2)CC1,-2%,-7%,-12%,0%,i,14,7,-8%,3%,
CCOC(=O)N1CCN(C(=O)C(C)(C)Oc2ccc(Cl)cc2)CC1,4%,-1%,2%,0%,i,7,7,2%,9%,
O=C(NCc1ccncc1)C12CC3CC(CC(C3)C1)C2,3%,6%,-1%,-4%,i,18,0,-16%,7%,
Cc1cccc(-c2noc(CN(C(=O)c3ccc(Br)o3)C(C)C)n2)c1,15%,-13%,-1%,-8%,i,4,4,-1%,3%,
CCSc1nc2ccccc2n1CCC(=O)O,/,-3%,-26%,0%,i,15,5,-12%,6%,PMK inhibit pilot replicates=0.0;MK inhibit pilot replicates=0.0;DPM-DC inhibit pilot screen %=2.5
CN(C)S(=O)(=O)c1ccc2oc(SCC(=O)NCC(F)(F)F)nc2c1,15%,-1%,-3%,6%,i,8,19,0%,4%,
Cc1csc2ncc(C(=O)NCc3ccco3)c(=O)n12,17%,-18%,/,/,i,9,6,/,/,
CCCS(=O)(=O)N1CCN(Cc2ccc(OCc3ccccc3)c(OC)c2)CC1,6%,3%,-4%,0%,i,6,4,6%,5%,PMK inhibit pilot replicates=0.0;MK inhibit pilot replicates=0.5;DPM-DC inhibit pilot screen %=1.0
O=C(Nc1ccccc1)N1CCCN(Cc2ccccc2F)C1,/,-9%,3%,-2%,i,9,3,7%,4%,
CCOC(=O)C(NC(=O)c1ccc(OC)cc1)(OCC1(CC)COC1)C(F)(F)F (stereo unspecified),12%,-1%,-22%,-8%,i,7,8,-14%,7%,
O=C(COc1ccc(Cl)cc1Cl)NC(=O)N1CCCCC1,14%,8%,-22%,-1%,i,0,6,-22%,14%,
O=C(Nc1nn(Cc2ccccc2F)cc1Br)c1cccs1,15%,0%,-8%,-6%,i,7,9,-10%,5%,
CCC(CC)NC(=O)c1n[nH]c(=O)c2ccccc12,18%,-4%,-7%,-2%,i,0,0,-13%,3%,
Cc1cc(Cl)ccc1OCCCC(=O)NC1CCN(C)CC1,-7%,5%,-10%,-7%,i,12,13,2%,3%,
CCCn1c(=O)[nH]c(=O)c2[nH]cnc21,7%,0%,-12%,-1%,i,0,6,1%,8%,PMK inhibit pilot replicates=5.0;MK inhibit pilot replicates=0.0;DPM-DC inhibit pilot screen %=0.0
O=C(CN1CCN(Cc2ccccc2)CC1)c1c[nH]c2ccccc12,/,-1%,25%,-3%,i,5,0,29%,6%,
c1c2c(cc3sc(N4CCCCC4)nc13)OCO2,1%,1%,-2%,-6%,i,18,6,2%,10%,
COc1ccccc1NC(=O)COc1ccc(C(=O)OCC(=O)N2CCCC2=O)cc1OC,11%,-18%,-22%,-1%,i,15,6,-27%,5%,
O=C(Nc1nncs1)Oc1ccccc1,8%,6%,-12%,1%,i,1,0,-10%,6%,
CC1CCN(C(=O)C2CCC(CNS(=O)(=O)c3cccc4cccnc34)CC2)CC1 (stereo unspecified),9%,-4%,1%,0%,i,0,7,4%,10%,
CCOC(=O)c1c(C)[nH]c(C(=O)COC(=O)c2ccncc2)c1C,7%,-4%,1%,-6%,i,21,3,3%,9%,
COc1ccc(N(C)C(=O)CCS(=O)(=O)c2cccc3nonc23)cc1,/,/,-14%,1%,i,0,6,0%,10%,PMK inhibit pilot replicates=4.5;MK inhibit pilot replicates=0.0;DPM-DC inhibit pilot screen %=0.0
CCN1C(=O)/C(=C2/Sc3ccccc3N2CCCS(=O)(=O)O)SC1=S,8%,19%,-6%,3%,i,14,0,8%,17%,
Cc1csc2nc3ccccc3c(=O)n12,12%,-1%,-8%,4%,i,4,5,3%,6%,PMK inhibit pilot replicates=1.0;MK inhibit pilot replicates=0.0;DPM-DC inhibit pilot screen %=7.5
CC(C)C(c1nnnn1Cc1ccco1)N1CCN(C2CCCC2)CC1 (stereo unspecified),/,3%,-9%,-4%,i,12,6,-5%,4%,
CN=c1scc(C)n1/N=C/c1ccc(O)cc1,/,3%,3%,-2%,i,13,6,9%,10%,

# (cont.)
SMILES,LYP phosphatase,HT1080 cytotoxicity,HPDE-C7 viability,Bfl-1 displacement,DPM-DC inhibit,PMK inhibit,MK inhibit,KRASV12 cytotoxicity,Alkaline phosphatase,others
COC(=O)CC1Nc2ccccc2SC1=O (stereo unspecified),7%,21%,3%,0%,i,8,4,5%,3%,
CCN(CC)S(=O)(=O)c1ccc(C(=O)OC2CCCCC2CN(C)C)cc1 (stereo unspecified),/,1%,2%,7%,i,8,5,4%,9%,
CCOC(=O)C(NC(=O)Nc1ccccc1)(OCC)C(F)(F)F (stereo unspecified),6%,1%,7%,-6%,i,7,6,2%,13%,PMK inhibit pilot replicates=2.5;MK inhibit pilot replicates=0.0;DPM-DC inhibit pilot screen %=0.0
Cc1ccc(CC2CC(=O)N(c3ccc4c(c3)OCCO4)C2=O)cc1 (stereo unspecified),-7%,-6%,3%,-4%,i,4,9,5%,11%,
COC(=O)CSc1nc(C)cc(Oc2ccccc2)n1,9%,-6%,8%,-2%,i,7,0,2%,7%,
O=C(Nc1ccccc1C(=O)OCc1nnc(-c2ccccc2)o1)c1ccco1,/,15%,-6%,-11%,i,5,8,-3%,9%,
